Source: PubChem (several laboratories)
Y pestis TopoI – blocks Yersinia pestis topoisomerase I activity; Y. pestis Topo-I cleavage product accumulation, plate reader; activity, % at 10 µM; actives 0.064% (n = 360,000); AID 504884; in the data active = activity above about 50%, passing the limit was not always enough; note: inactives centre near 2
BH1578 lux ind – inducers of Vibrio cholerae quorum light production without autoinducers; V. cholerae BH1578 lux reporter, luminescence, 6 h; activation, % at 18.7 µM; actives 0.16% (n = 350,000); in the data active = activation mostly above about 9.7%, no sharp cut-off; note: not every result past the cut was called active; inactives centre near 0; reference of the scale not given here
GDH-TPI inh – GDH-TPI coupled enzyme inhibition counter-screen; GDH-TPI coupled enzyme counterscreen, NADH absorbance; inhibition, % at 4.8 µM; actives 1.2% (n = 360,000); AID 588335; in the data active = inhibition above about 30%;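 note: 0% = DMSO wells and 100% = wells lacking the enzyme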
FadD28 FP inh – inhibitors of Mycobacterium tuberculosis FadD28 bisubstrate binding; FadD28 bisubstrate probe binding, fluorescence polarization; inhibition, % at 12.5 µM; actives 0.22% (n = 360,000); AID 588549; in the data active = inhibition above about 8.5%, passing the limit was not always enough
PfHsp40 yeast – compounds rescuing yeast from Plasmodium falciparum HSP40 toxicity. actives 0.68% (n = 340,000). growth rescue, % at 12.5 µM. S. cerevisiae expressing PfHsp40, growth rescue, ATP luminescence; in the data active = growth rescue above about 28%, passing the limit was not always enough;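 note: yeast W303a lacking pdr1 and pdr3 grown in galactose medium; growth measured after three days at 30 °C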
BioA inh – inhibitors of Mycobacterium tuberculosis BioA enzyme | inhibition, % at 9.99 µM | AID 602481 | actives 0.096% (n = 360,000) | purified M. tuberculosis BioA enzyme, plate reader; in the data active = inhibition above about 40%
Mtb FBA inh – inhibits M. tuberculosis FBA enzyme. inhibition, % at 1 µM. AID 588726. P9WQA3. actives 2.3% (n = 360,000). purified M. tuberculosis FBA, fluorescence read-out; in the data active = inhibition above about 27%;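 note: 0% = vehicle and 100% = reference inhibitor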
TcdB inh – blocks C. difficile toxin B glycohydrolase activity | TcdB glycohydrolase enzymatic assay, plate reader | inhibition, % at 9.99 µM | actives 0.24% (n = 350,000) | AID 652162; in the data active = inhibition above about 10%
Target sequence (P18177 whole entry, looked up): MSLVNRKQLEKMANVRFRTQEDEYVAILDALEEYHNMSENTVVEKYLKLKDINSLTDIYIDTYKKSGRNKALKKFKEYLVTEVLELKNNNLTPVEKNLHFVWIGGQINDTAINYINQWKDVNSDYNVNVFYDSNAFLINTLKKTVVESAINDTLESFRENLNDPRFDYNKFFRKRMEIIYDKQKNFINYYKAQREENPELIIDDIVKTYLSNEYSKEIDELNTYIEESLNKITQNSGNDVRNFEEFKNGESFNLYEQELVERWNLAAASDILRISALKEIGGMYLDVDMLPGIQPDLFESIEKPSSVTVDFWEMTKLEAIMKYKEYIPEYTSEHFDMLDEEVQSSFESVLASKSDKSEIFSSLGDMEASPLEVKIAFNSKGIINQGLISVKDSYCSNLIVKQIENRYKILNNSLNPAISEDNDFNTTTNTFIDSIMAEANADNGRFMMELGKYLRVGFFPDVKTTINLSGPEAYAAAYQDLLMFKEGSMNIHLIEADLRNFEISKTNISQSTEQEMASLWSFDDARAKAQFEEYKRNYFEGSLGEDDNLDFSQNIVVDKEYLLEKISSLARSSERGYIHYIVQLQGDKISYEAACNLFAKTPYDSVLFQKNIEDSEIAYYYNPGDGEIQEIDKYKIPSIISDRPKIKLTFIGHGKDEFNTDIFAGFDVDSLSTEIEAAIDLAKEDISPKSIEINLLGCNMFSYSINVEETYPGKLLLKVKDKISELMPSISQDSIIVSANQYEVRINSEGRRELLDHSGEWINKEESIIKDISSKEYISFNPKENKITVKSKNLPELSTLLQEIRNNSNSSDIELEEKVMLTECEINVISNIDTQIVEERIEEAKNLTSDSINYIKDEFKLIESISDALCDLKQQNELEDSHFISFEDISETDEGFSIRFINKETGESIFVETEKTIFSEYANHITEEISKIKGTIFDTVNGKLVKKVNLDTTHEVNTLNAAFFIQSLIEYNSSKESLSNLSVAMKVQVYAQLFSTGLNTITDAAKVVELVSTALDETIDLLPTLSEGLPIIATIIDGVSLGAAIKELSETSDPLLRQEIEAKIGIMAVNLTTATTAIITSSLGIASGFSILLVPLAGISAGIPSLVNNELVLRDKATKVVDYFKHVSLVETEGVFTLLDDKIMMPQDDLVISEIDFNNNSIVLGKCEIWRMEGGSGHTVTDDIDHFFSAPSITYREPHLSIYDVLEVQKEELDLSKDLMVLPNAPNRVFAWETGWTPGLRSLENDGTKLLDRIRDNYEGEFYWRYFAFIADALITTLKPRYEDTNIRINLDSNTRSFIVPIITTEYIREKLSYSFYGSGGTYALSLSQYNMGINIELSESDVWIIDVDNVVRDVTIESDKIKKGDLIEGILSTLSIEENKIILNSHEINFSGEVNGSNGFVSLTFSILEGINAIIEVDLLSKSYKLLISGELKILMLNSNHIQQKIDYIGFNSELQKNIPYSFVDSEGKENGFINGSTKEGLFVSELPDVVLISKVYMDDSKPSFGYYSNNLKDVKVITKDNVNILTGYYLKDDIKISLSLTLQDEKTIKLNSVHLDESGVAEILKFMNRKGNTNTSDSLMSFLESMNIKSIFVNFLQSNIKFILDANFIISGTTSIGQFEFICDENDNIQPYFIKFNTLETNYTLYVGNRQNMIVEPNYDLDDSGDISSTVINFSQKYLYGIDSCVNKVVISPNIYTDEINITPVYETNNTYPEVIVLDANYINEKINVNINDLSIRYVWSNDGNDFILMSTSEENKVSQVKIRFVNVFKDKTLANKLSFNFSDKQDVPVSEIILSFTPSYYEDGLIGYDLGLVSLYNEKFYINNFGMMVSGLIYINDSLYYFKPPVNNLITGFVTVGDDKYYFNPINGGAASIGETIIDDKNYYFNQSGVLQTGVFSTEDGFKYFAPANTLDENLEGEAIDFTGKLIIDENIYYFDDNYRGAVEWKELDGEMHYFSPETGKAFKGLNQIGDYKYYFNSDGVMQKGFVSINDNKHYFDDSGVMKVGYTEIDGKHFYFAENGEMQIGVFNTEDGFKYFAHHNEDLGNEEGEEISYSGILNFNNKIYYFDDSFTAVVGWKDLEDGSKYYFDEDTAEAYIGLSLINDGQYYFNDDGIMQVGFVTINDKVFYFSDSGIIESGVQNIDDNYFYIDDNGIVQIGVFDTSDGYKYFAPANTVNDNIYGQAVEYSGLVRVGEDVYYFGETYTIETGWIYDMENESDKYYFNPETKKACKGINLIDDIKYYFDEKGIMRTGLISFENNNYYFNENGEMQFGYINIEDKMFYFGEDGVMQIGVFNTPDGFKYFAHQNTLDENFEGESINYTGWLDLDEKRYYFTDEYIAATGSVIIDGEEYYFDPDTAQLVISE
Mtb UGM inh – blocks M. tuberculosis UGM enzyme. purified UGM, fluorescence polarization probe displacement. inhibition, % at 10 µM. actives 0.06% (n = 320,000). AID 504406; in the data active = inhibition above about 10%, passing the limit was not always enough
Active calls of the source: *; i = inactive; . = not tested or not shown.

molecule,Y pestis TopoI,BH1578 lux ind,GDH-TPI inh,FadD28 FP inh,PfHsp40 yeast,BioA inh,Mtb FBA inh,TcdB inh,Mtb UGM inh
CCOC(=O)c1[nH]c(C)c(/C=N/O)c1C,8,-0.5,1,-1.6,-2.5,-0.1,2,.,-2.4
CCN(C[C@H]1N[C@@](CC)(C(=O)OC)[C@H]2C(=O)N(C)C(=O)[C@@H]12)C(=O)Nc1ccccc1,0,i,1,-1.2,-0.4,-0.9,-1,-0.9,.
CCCc1nc(NCC2CCCO2)c2nnn(Cc3ccccc3)c2n1 (stereo unspecified),17,-0.6,5,-1.0,-0.6,-0.7,-3,.,-1.7
COc1cc2cc(C(c3nnnn3C(C)(C)C)N3CCc4ccccc4C3)c(=O)[nH]c2cc1OC (stereo unspecified),7,i,26,-3.8,-0.7,-0.4,16,.,1.0
COc1ccc(CCCc2nnc(SCC(=O)Nc3ncc(C)s3)o2)cc1,-4,.,6,-2.3,0.4,-0.3,1,.,-0.2
CCOC(=O)CSc1nnc(-c2ccc3ncccc3c2)n1C,2,i,-6,-0.2,-0.5,.,-2,1.0,-2.2
COc1ccc(C(=O)Nc2cccc(S(C)(=O)=O)c2)cc1,-8,0.0,0,-5.0,-0.5,.,1,0.8,0.2
CCOc1cccc2cc(C(=O)NCc3cccnc3)c(=O)oc12,4,0.0,2,0.4,-1.1,-0.9,1,.,-1.7
Cc1cc(C)cc(OCC(=O)OCC(=O)NCCC2=CCCCC2)c1,-6,-2.6,11,-1.3,-0.4,.,1,.,-0.7
COc1cc2c(cc1NC(=O)c1ccco1)CCCC2,0,-0.5,15,-0.3,0.0,-3.9,0,2.1,-2.5
Cc1cc(C)n(-c2ncc(C#N)cn2)n1,3,i,-5,-5.9,-0.3,.,-5,0.3,-2.0
Cc1ncc([N+](=O)[O-])n1S(=O)(=O)c1cc(Br)ccc1Br,-1,i,15,-0.4,-0.6,-2.1,-1,-0.9,1.4
Cc1ccc(C)c(C2(O)CC(C)N(C)CC2C)c1 (stereo unspecified),3,i,9,-0.6,-1.1,1.8,0,.,3.6
CN(C)c1ccnc(Oc2ccc(C(C)(C)C)cc2)c1C#N,28,-0.4,5,-3.8,8.9,-1.8,1,.,0.5
Cc1ccc(NC(=O)c2cc(=O)c3ccccc3o2)c(C)c1,3,-0.5,2,-0.4,1.0,.,3,-0.5,1.1

Taken from above for reference:
molecule,Y pestis TopoI,BH1578 lux ind,GDH-TPI inh,FadD28 FP inh,PfHsp40 yeast,BioA inh,Mtb FBA inh,TcdB inh,Mtb UGM inh
Cc1ncc([N+](=O)[O-])n1S(=O)(=O)c1cc(Br)ccc1Br,-1,i,15,-0.4,-0.6,-2.1,-1,-0.9,1.4
Cc1ccc(C)c(C2(O)CC(C)N(C)CC2C)c1 (stereo unspecified),3,i,9,-0.6,-1.1,1.8,0,.,3.6
CN(C)c1ccnc(Oc2ccc(C(C)(C)C)cc2)c1C#N,28,-0.4,5,-3.8,8.9,-1.8,1,.,0.5
Cc1ccc(NC(=O)c2cc(=O)c3ccccc3o2)c(C)c1,3,-0.5,2,-0.4,1.0,.,3,-0.5,1.1

New compounds follow.
molecule,Y pestis TopoI,BH1578 lux ind,GDH-TPI inh,FadD28 FP inh,PfHsp40 yeast,BioA inh,Mtb FBA inh,TcdB inh,Mtb UGM inh
CCCOc1ccc(Cn2c(=O)oc3ccc(C)cc32)cc1OC,-1,i,12,-0.5,1.3,.,1,.,-0.4
CCC(CC)NC(=O)CCc1nc2ccccc2c(=O)[nH]1,-12,-12,1,-0.5,-1.6,-0.3,4,.,-5.4
COc1cc(/C=N/NC2=NS(=O)(=O)c3ccccc32)ccc1OC(C)=O,3,i,34*,-0.5,0.8,-2.2,3,0.9,-0.3
Cc1ccc2[nH]cc(CCNC(=O)c3ccc([N+](=O)[O-])cc3)c2c1,-11,-0.3,6,0.4,1.1,.,0,0.9,0.8
O=[N+]([O-])c1ccc(CN2CC=C(c3ccccc3)CC2)cc1,11,i,-1,-1.0,2.0,1.7,-2,.,-1.1
O=C(CNC(=O)C1COc2ccccc2O1)N/N=C\c1ccccc1Cl (stereo unspecified),8,i,8,-1.2,-0.5,4.8,0,0.4,4.2
O=C(NNc1ccccn1)c1ccc(Cl)nc1,1,-3.6,-2,-1.2,1.2,.,1,-4.6,-0.3
CCCn1c(=N)n(CC(=O)OCC)c2ccccc21,1,5.2,-7,-0.7,2.2,-0.5,7,.,-1.5
COc1cccc(NC(=O)CSc2nnc(Cn3nnc4ccccc43)n2C)c1,5,i,1,0.3,-0.4,2.7,3,.,-1.6
COCCNC(=O)c1ccccc1NC(=O)c1cc(OC)cc(OC)c1,-1,-0.5,5,-1.0,0.3,.,-2,-4.2,-1.8
CC1=CC(C)(C)Nc2ccc(OC(=O)CN3C(=O)c4cccc5cccc(c45)C3=O)cc21,8,-0.6,17,-0.7,2.6,-1.1,-1,.,-1.1
CCCCn1c(N)c(N(CC(C)C)C(=O)c2oc3ccc(Br)cc3c2C)c(=O)[nH]c1=O,-5,2.9,-9,-2.2,0.2,.,3,0.0,-0.2
CCOc1ccc(C(=O)OCn2nnc3ccccc3c2=O)cc1OC,-1,-1.8,12,-0.7,1.2,-1.2,-2,1.3,2.0
C/C(=N\NC(=O)Cn1cc([N+](=O)[O-])cn1)c1ccc(O)cc1,4,i,5,-3.4,0.8,.,-1,8.8,-0.9
Cc1cccc(Oc2ncc(-c3ccc(Cl)cc3)cn2)c1,-4,i,4,-2.0,-1.3,-0.4,0,.,0.0

Given field by field: entries from further up
Structure: CCCOc1ccc(Cn2c(=O)oc3ccc(C)cc32)cc1OC
  Y pestis TopoI: -1
  BH1578 lux ind: i
  GDH-TPI inh: 12
  FadD28 FP inh: -0.5
  PfHsp40 yeast: 1.3
  BioA inh: .
  Mtb FBA inh: 1
  TcdB inh: .
  Mtb UGM inh: -0.4

Structure: CCC(CC)NC(=O)CCc1nc2ccccc2c(=O)[nH]1
  Y pestis TopoI: -12
  BH1578 lux ind: -12
  GDH-TPI inh: 1
  FadD28 FP inh: -0.5
  PfHsp40 yeast: -1.6
  BioA inh: -0.3
  Mtb FBA inh: 4
  TcdB inh: .
  Mtb UGM inh: -5.4

Structure: COc1cc(/C=N/NC2=NS(=O)(=O)c3ccccc32)ccc1OC(C)=O
  Y pestis TopoI: 3
  BH1578 lux ind: i
  GDH-TPI inh: 34*
  FadD28 FP inh: -0.5
  PfHsp40 yeast: 0.8
  BioA inh: -2.2
  Mtb FBA inh: 3
  TcdB inh: 0.9
  Mtb UGM inh: -0.3

Limited to Mtb UGM inh and Y pestis TopoI (three entries from above):
Molecule	Mtb UGM inh	Y pestis TopoI
Cc1ccc2[nH]cc(CCNC(=O)c3ccc([N+](=O)[O-])cc3)c2c1	0.8	-11
O=[N+]([O-])c1ccc(CN2CC=C(c3ccccc3)CC2)cc1	-1.1	11
O=C(CNC(=O)C1COc2ccccc2O1)N/N=C\c1ccccc1Cl (stereo unspecified)	4.2	8

More compounds:
molecule,Y pestis TopoI,BH1578 lux ind,GDH-TPI inh,FadD28 FP inh,PfHsp40 yeast,BioA inh,Mtb FBA inh,TcdB inh,Mtb UGM inh
O=C(CSc1nc2c(sc3ccccc32)c(=O)n1CCCN1CCCC1)NCc1ccco1,-7,i,3,-4.8,0.3,2.7,15,1.5,3.1
Cc1cc(NC(=O)CS(=O)(=O)c2cn(C)c3ccccc23)no1,2,1.1,0,-2.0,-0.3,-2.3,-3,4.1,1.3
COc1ccc(CCNC(=O)COC(=O)c2ccc(Br)o2)cc1OC,1,-0.4,0,-4.0,-0.1,8.4,-1,.,-0.9
Fc1ccc(-c2csc3ncnc(Nc4ccc(N5CCOCC5)cc4)c23)cc1,-1,-0.4,14,-2.0,-0.4,-1.4,1,.,-2.1
O=C(CCN1C(=O)CSc2ccccc21)Nc1ccc(C(F)(F)F)cc1,-5,i,-1,-3.5,2.3,-0.6,-2,1.0,3.1
Cc1ccc(Oc2nc3ccccn3c(=O)c2/C=C(\C#N)C(=O)NC2CCS(=O)(=O)C2)cc1 (stereo unspecified),-1,-0.6,-2,-3.6,0.0,.,11,0.2,-4.3
CN1CCN(S(=O)(=O)c2ccc(N3CCN(c4ccc(O)cc4)CC3)c([N+](=O)[O-])c2)CC1,-5,i,2,-1.5,-2.0,.,6,0.4,1.4
Cc1ccc(OCc2nnc(SCC(=O)Nc3ccc4c(c3)OCO4)n2C)cc1,7,i,12,-3.3,0.2,0.3,0,.,0.4
Cc1ccc(C(=O)NCCN2CCOCC2)cc1,6,i,9,1.1,-0.1,-0.9,3,-0.5,1.4
Cc1cccc(NC(=O)CC2SC(=O)N(c3ccccc3)C2=O)c1 (stereo unspecified),-1,i,6,-1.5,0.8,.,-3,.,-0.2
Cn1ccnc1C(=O)c1ccc(Cl)c(S(=O)(=O)N2CCOCC2)c1,-1,i,8,-2.1,0.0,-0.3,1,1.2,.
NS(=O)(=O)c1ccc(S(=O)(=O)N(CCc2ccccc2)Cc2ccccn2)cc1,2,-0.7,-8,-1.8,0.2,1.0,2,-0.2,-2.4
Cc1cc(C)c(NC(=O)CNC(=O)CSc2nnc(N)s2)c(C)c1,-14,i,1,.,-0.6,0.4,-1,0.8,0.1
CC1(C)CC(=O)c2cc(C(=O)NC3CCSC3=O)c(=O)n(-c3ccccc3)c2C1 (stereo unspecified),6,-3.7,24,0.6,-1.1,1.2,6,.,-1.7
COc1ccc(N2CCN(c3oc(-c4ccco4)nc3C#N)CC2)cc1,3,-1.8,21,-3.3,0.4,2.2,-3,.,-5.3

Additional results follow.
Field names – A = Y pestis TopoI; B = BH1578 lux ind; C = GDH-TPI inh; D = FadD28 FP inh; E = PfHsp40 yeast; F = BioA inh; G = Mtb FBA inh; H = TcdB inh; I = Mtb UGM inh
O=C(NC(=S)Nc1ccccc1N1CCCC1)c1ccc([N+](=O)[O-])cc1
  A: 1 | B: -0.6 | C: 14 | D: 0.1 | E: 2.1 | F: . | G: -1 | H: . | I: -2.5
C=CCOn1c(=O)c(-c2ccc(OCC)cc2)[n+]([O-])c2ccccc21
  A: -2 | B: 0.7 | C: -6 | D: -2.8 | E: -1.0 | F: -1.7 | G: -2 | H: 1.1 | I: 0.0
Cc1ccc(Cn2nnc3c(=O)n(CC(=O)N4CCCCC4)cnc32)cc1
  A: 9 | B: -0.7 | C: 19 | D: 0.8 | E: 1.7 | F: . | G: -3 | H: . | I: 1.2
C/C(CC(=O)Nc1ccc(N(C)C)cc1)=N\NC(=O)c1cnccn1
  A: 5 | B: i | C: 13 | D: -2.0 | E: -0.6 | F: 0.8 | G: 6 | H: . | I: 0.5
O=C(NCCc1nnc2ccc(NCc3ccc(Cl)cc3)nn12)c1ccccc1
  A: 5 | B: -0.4 | C: 12 | D: -4.5 | E: -0.8 | F: -0.9 | G: 0 | H: 1.9 | I: -2.3
CCN(CC)CCN1C(=O)C(=O)/C(=C(/O)c2ccc3c(c2)CC(C)O3)C1c1ccc(OC)cc1 (stereo unspecified)
  A: -16 | B: -0.4 | C: 10 | D: -1.9 | E: -1.1 | F: . | G: -3 | H: 0.7 | I: -4.1
Cc1cc(Nc2ccc(F)cc2F)n2ncnc2n1
  A: 6 | B: -0.2 | C: 0 | D: -2.8 | E: 0.0 | F: 0.1 | G: 0 | H: 0.8 | I: -1.2
O=C(NC1(N2CCOCC2)CC1)c1ccc(Cl)cc1
  A: 6 | B: -1.0 | C: -1 | D: 0.5 | E: 0.0 | F: -0.2 | G: 8 | H: -0.7 | I: 1.5
CCNc1c([N+](=O)[O-])c(=O)oc2ccccc12
  A: 2 | B: -0.3 | C: 3 | D: -3.1 | E: 0.4 | F: . | G: -1 | H: 4.8 | I: 0.0
CCOc1ccc2nc(NC(=O)CN3CCC(n4nnc5cc(C(F)(F)F)ccc54)CC3)sc2c1
  A: -4 | B: -5.0 | C: 2 | D: -2.2 | E: 3.4 | F: -1.4 | G: 2 | H: . | I: -2.2
CC(=O)c1ccc(S(=O)(=O)N2CCN(C(C)=O)CC2)cc1
  A: 0 | B: -0.3 | C: 11 | D: -1.3 | E: 0.4 | F: -0.3 | G: 4 | H: 0.5 | I: 2.3
